From PubChem BioAssay
FXIa inh: inhibitors of human coagulation factor XIa; P03951; purified FXIa, Boc-Glu-Ala-Arg-AMC fluorogenic substrate; inhibition, % at 5 µM; 220,000 tested, 0.14% active; AID 798;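 active = inhibition of at least 40%; inactive = inhibition below 40%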;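 also: fluorescence of freed AMC excited at 355 nm; 0% = enzyme without compound and 100% = no enzyme blank; many of its hits are not listed in these tables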
FXIIa inh 1536: inhibitors of human coagulation factor XIIa. P00748. purified FXIIa, Boc-QGR-AMC fluorogenic substrate, 2 h. inhibition, % at 5 µM. 220,000 tested, 0.3% active. AID 800; in the data active = inhibition above about 40%;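 also: 0% = enzyme with no compound and 100% = blank without enzyme; many of its hits are not listed in these tables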
p97 inhibitor: blocks human p97 ATPase activity | 220,000 tested, 0.42% active | inhibition, % at 8 µM | recombinant p97 ATPase, Kinase-Glo ATP luminescence, 3 h | AID 1481 | P55072; in the data active = inhibition above about 15%;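 also: 0% = DMSO vehicle and 100% = wells lacking enzyme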
Target sequence (P55072 whole entry, looked up): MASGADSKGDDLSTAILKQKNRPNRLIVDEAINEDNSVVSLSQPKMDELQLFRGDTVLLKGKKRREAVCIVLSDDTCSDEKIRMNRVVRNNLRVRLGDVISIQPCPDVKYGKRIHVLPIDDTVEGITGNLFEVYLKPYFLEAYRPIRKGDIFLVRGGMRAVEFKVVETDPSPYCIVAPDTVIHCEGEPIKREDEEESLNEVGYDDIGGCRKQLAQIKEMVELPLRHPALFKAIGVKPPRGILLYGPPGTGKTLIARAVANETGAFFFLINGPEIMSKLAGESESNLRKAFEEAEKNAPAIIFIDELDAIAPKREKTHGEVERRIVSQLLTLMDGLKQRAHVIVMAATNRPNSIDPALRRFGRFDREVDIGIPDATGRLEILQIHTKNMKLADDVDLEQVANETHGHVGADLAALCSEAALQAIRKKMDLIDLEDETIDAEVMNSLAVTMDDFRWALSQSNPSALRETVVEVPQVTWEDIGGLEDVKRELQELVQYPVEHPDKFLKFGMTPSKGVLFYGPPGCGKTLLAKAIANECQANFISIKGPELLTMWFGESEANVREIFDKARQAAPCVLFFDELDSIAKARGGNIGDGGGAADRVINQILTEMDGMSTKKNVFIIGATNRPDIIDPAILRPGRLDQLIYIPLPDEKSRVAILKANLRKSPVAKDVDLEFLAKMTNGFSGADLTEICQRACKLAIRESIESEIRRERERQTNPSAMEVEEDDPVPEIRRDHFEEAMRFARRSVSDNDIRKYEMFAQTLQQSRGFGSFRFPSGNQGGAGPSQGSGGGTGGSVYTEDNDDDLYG
Furin inhibitor: blocks human furin protease activity; P09958; inhibition, % at 30 µM; AID 463115; 220,000 tested, 0.061% active; purified furin, fluorogenic substrate cleavage; in the data active = inhibition above about 25%; also: inactives centre near -15
PERK inhibitor: inhibitors of human PERK kinase | Q9NZJ5 | CHO PERK-DD fusion, SEAP luminescence translation reporter | inhibition, % at 5.6 µM | 220,000 tested, 0.17% active | AID 1416;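 active = inhibition above the mean inhibition of all tested compounds plus 3 SD, set separately per screening campaign, cut at about 2.9% in these data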;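 also: PERK kinase domain activated by AP20187 dimerizer at 100 nM; 0% = DMSO with dimerizer and 100% = rapamycin at 8.4 µM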
Cl transport mod: KCC2 (human) Cl- transport modulation. 190,000 tested, 2.2% active. B-score of Tl+ flux slope (higher = more flux/activation; lower = inhibition) at 10 µM. Q9H2X9. KCC2 cells, thallium flux FluoZin-2 fluorescence. AID 1456;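 active = thallium flux slope and its plate-corrected score both differing from the plate sample mean at a set confidence after two filtering rounds, in either direction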;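 also: slope of fluorescence scaled to starting intensity during 10 to 20 s after thallium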
hK5 inh: kallikrein 5 (human) inhibition; Q9Y337; recombinant hK5, fluorogenic AMC substrate cleavage; inhibition, % at 5 µM; 210,000 tested, 0.59% active; AID 873;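 active = inhibition of 40% or more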;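 also: 0% = enzyme controls without compound and 100% = no-enzyme blanks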
Target sequence (Q9Y337 67-293 limits assumed): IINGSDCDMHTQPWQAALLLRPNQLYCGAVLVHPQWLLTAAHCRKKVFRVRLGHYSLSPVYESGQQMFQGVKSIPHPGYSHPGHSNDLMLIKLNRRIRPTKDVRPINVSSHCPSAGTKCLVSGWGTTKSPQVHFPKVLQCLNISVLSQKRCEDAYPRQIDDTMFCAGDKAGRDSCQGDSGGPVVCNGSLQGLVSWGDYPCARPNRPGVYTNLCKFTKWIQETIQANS
Wee1 stabilizer: inhibitors of human Wee1 degradation; P30291; HeLa Luc-Wee1K328M stability, luciferase luminescence; 100% = proteasome inhibitor MG132 effect; reporter increase, % at 5 µM; 220,000 tested, 1.2% active;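 active = activation above the mean of all tested compounds plus 3 SD, set per screening run, cut at about 8.8% in these data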;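 also: cells exposed to compound for 20 h before luminescence read; 0% = DMSO alone and 100% = MG132 at 30 µM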
Thrombin inh: thrombin (human) inhibition | P00734 | alpha-thrombin, Boc-VPR-AMC fluorogenic substrate cleavage | inhibition, % at 5 µM | 220,000 tested, 0.26% active | AID 1046;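 active = inhibition at or above 40%; inactive = inhibition below 40%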;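 also: 0% = enzyme with no compound and 100% = wells without enzyme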
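System: human alpha-thrombin protein; Compound dosing: one concentration per compound, 5 µM, with 0.2% DMSO; Timing: reaction at room temperature; Technique: AMC fluorescence, 355/460 nm; Controls: enzyme without compound as high, wells lacking enzyme as low.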
Active calls of the source: *; x = not tested or not shown; [ ] = remark or other dose.

SMILES	FXIa inh	FXIIa inh 1536	p97 inhibitor	Furin inhibitor	PERK inhibitor	Cl transport mod	hK5 inh	Wee1 stabilizer	Thrombin inh
CC(C)(C)SCCNC(=O)CN(c1ccc(F)c(Cl)c1)S(C)(=O)=O	1	17	-8	-3[20 µM]	-1.1	0.13	-21	1	4
Cc1nnc2ccc(N3CCOCC3)nn12	6	2	4	-16[20 µM]	0.6	0.31	14	-3	4
CC(C)NC(=O)NNC(=O)c1nn(-c2ccc(F)cc2)ccc1=O	-8	9	-1	-28	0.0	0.76	-9	3	1
O=C(CP(=O)(c1ccccc1)c1ccccc1)Nc1cccc(CP(=O)(c2ccccc2)c2ccccc2)c1	3	8	1	-17	-0.9	-0.42	1	-2	1
COc1ccc(C(OC(=O)c2ccco2)C(=O)NCC2CCCO2)cc1 (stereo not drawn)	-1	10	5	-18	1.1	x	3	-2	-2
CCOC(=O)C1=C(C)N=c2s/c(=C3/C(=O)Nc4ccccc43)c(=O)n2C1c1ccc(C)cc1 (stereo not drawn)	6	14	-5	-11[20 µM]	-0.8	-1.2	7	2	-4
C/C(CC(=O)Nc1cccnc1)=N\NC(=O)C(=O)Nc1cccc(C)c1	2	6	1	-19	0.4	-0.099	-4	2	2
Cc1nc(-c2ccccn2)nc(SCC(=O)c2ccc(F)cc2)c1Cl	2	13	-4	-20	-2.7	1.1	2	4	3
CCOC(=O)N1CCN(C(=O)c2cc3c(s2)-c2ccccc2OC3)CC1	-8	-4	-11	-58	-0.2	0.41	-140	-1	-10
CN1C2CCC1/C(=C\c1ccccc1F)C(=O)/C2=C/c1ccccc1F	7	15	7	-31	-0.1	0.36	-11	0	-2
Clc1ccc2nc(SCc3nnc(-c4ccccc4)o3)[nH]c2c1	6	18	4	-13	-0.5	x	-12	-4	2
C/C(CC(=O)Nc1ccc(N(C)C)cc1)=N\NC(=O)c1ccccn1	3	11	1	-21	1.7	x	-65	-1	-1
c1ccc(-c2oc3ncnc(NCCCN4CCOCC4)c3c2-c2ccccc2)cc1	-11	-13	-6	-35	-1.8	-0.43	-18	-2	0
Cc1ccc(S(=O)(=O)N2CCN(C(=O)CSc3nnc(C)c(=O)[nH]3)CC2)cc1	8	19	6	-21	1.7	-0.15	-24	-2	5
O=[N+]([O-])c1ccc(OCc2cnc(Cl)s2)c([N+](=O)[O-])c1	-8	-26	1	-13	1.7	-0.026	-14	-1	-2
COc1ccccc1N1CCN(C(=O)c2cccc3c(=O)c(C)c(-c4ccccc4)oc23)CC1	0	13	-7	-6	-1.9	-1.1	21	-3	20
CCn1c(SCC(=O)NC(C)(C)C)nnc1-c1ccccn1	-10	2	1	-19[20 µM]	-0.5	0.59	-9	-1	-6
CC(C)(C)OC(=O)C1C(=O)CC(C)(O)C(C(=O)OC(C)(C)C)C1c1cccnc1 (stereo not drawn)	-12	18	2	-22[20 µM]	-1.6	x	6	2	2
COc1ccc(C(=O)ON=C2CCN(c3ccc([N+](=O)[O-])cc3)CC2)cc1	2	0	6	-8	0.6	0.18	5	-1	0
CC(C)=N/N=C(\N)SCc1ccccc1	-3	4	3	-29	2.1	1.6	-3	-2	-2
CC(=O)N1c2ccccc2C(CBr)=CC1(C)C	1	5	-6	-5	0.4	-0.48	-5	1	-9
C1CC(CN2CCOCC2)CN(Cc2nc(CC3CC3)no2)C1 (stereo not drawn)	0	7	8	-28	0.4	0.78	x	1	-1
COc1ccc(Nc2ccccc2N)cc1	0	12	6	-20	-0.2	0.76	2	-5	4
O=C(Nc1ccc(N2CCN(C(=O)c3ccco3)CC2)cc1)c1ccc2c(c1)OCO2	3	15	-2	-19[20 µM]	-1.1	0.023	5	0	1
CC(C)c1cc(N=NC(N)=O)cc(C(C)C)c1O	2	10	3	-4	0.6	-3.4	4	-2	-11
COc1ccccc1C(=O)N/C(=C\c1ccc(Br)cc1)C(=O)NCCCO	-5	5	-3	-12	-1.5	0.28	1	2	-2
Cc1nc(CS(=O)c2ccc(Cl)cc2)cc(N2CCOCC2)n1 (stereo not drawn)	4	9	4	-22	0.6	-0.029	4	1	3
COc1ccc(NC(=O)c2ccco2)cc1NC(=O)c1c(F)c(F)c(OC)c(F)c1F	0	15	-3	-10[20 µM]	-0.8	x	-19	1	4
N#C/C(=C/c1ccc(Sc2nc3ccccc3[nH]2)o1)c1ccccc1F	-2	1	2	-21[20 µM]	-2.4	x	11	2	-2
CCOc1ccc(/C=N/NC(=O)CN2CCCCCCC2)cc1	-4	-1	-3	-4	0.8	0.012	1	-2	-1
CCOC(=O)c1cnc(SCC(=O)N2CCc3ccccc32)nc1N	6	16	1	-29[20 µM]	0.5	-1.2	18	-1	3
CC(C)CCN1NC2(CCC(C)CC2)NC1=S (stereo not drawn)	-13	3	-4	-23	0.3	1.3	0	-3	-9
Cc1noc(C)c1CSc1nnc2ccc3ccccc3n12	-4	-1	5	-19[20 µM]	-0.2	0.45	5	0	-8
N/C(=N\OC(=O)CCCCCN1C(=O)c2ccccc2C1=O)c1ccccc1	1	2	-1	-13[20 µM]	0.1	x	-5	5	-6
Cc1ccc(NNS(=O)(=O)c2ccc(C)cc2)cc1	7	24	-1	-14	0.8	0.76	2	3	9
O=[N+]([O-])c1ccc(N2CCN(S(=O)(=O)c3ccccc3)CC2)cc1NCc1cccnc1	-11	3	5	-11[20 µM]	-1.1	x	-17	2	5
CCN(CC)S(=O)(=O)c1cccc(-c2nnc(SCCCC(=O)c3ccccc3)o2)c1	4	-5	-9	-12	-0.4	x	1	3	9
O=C(NCCc1ccccc1)c1nc2c(nnn2Cc2ccccc2Cl)c(=O)[nH]1	1	7	-3	-19[20 µM]	1.6	-1.4	-23	-1	-2
O=C(NNC(=O)c1cccs1)c1ccc(S(=O)(=O)N2CCCCC2)cc1	7	9	11	-17	0.7	-0.63	3	3	0
COc1ccc(NC(=S)Nc2nc(CC(=O)Nc3ccccc3OC)cs2)cc1	6	10	1	6[20 µM]	0.4	1.1	4	-1	3

2 records drawn at random from those above, as already listed:
SMILES	FXIa inh	FXIIa inh 1536	p97 inhibitor	Furin inhibitor	PERK inhibitor	Cl transport mod	hK5 inh	Wee1 stabilizer	Thrombin inh
N#C/C(=C/c1ccc(Sc2nc3ccccc3[nH]2)o1)c1ccccc1F	-2	1	2	-21[20 µM]	-2.4	x	11	2	-2
CCn1c(SCC(=O)NC(C)(C)C)nnc1-c1ccccn1	-10	2	1	-19[20 µM]	-0.5	0.59	-9	-1	-6

The results go on:
SMILES	FXIa inh	FXIIa inh 1536	p97 inhibitor	Furin inhibitor	PERK inhibitor	Cl transport mod	hK5 inh	Wee1 stabilizer	Thrombin inh
CCOC(=O)N1CCc2c(sc3nc(SC(C)C)n(N)c(=O)c23)C1	-6	2	-5	5	-0.4	-0.15	-5	-3	-12
Cc1ccc(Cn2ccc(NC(=O)c3cc(-c4ccc5c(c4)OCO5)on3)n2)cc1	-2	-15	4	-18	1.6	x	-1	0	-17
Cc1csc(NC(=O)C2CCCN(S(=O)(=O)c3ccc(Br)s3)C2)n1 (stereo not drawn)	5	12	-1	-19[20 µM]	-1.8	0.82	-8	1	1
CCOc1ccc(NC(=O)CN(C)c2ccc(S(=O)(=O)N3CCOCC3)cn2)cc1OCC	4	17	-3	-12[20 µM]	-1.4	-0.83	-14	-1	5
Cc1ccc(S(=O)(=O)N(CC(=O)O)Cc2ccco2)cc1	-6	1	7	-26	1.4	-1.5	-3	7	-7
CC(=O)N1c2ccc(Cl)cc2C2C=CCC2C1c1cccc2ccccc12 (stereo not drawn)	8	12	4	-21	0.1	-0.26	-1	-3	1
CCCCC12CN3CCN(CC(C3)/C1=N\NC(=O)c1ccccc1N)C2	1	7	3	-11	0.0	0.77	-5	0	-4
CC(=O)NCCOC(=O)Nc1cccnc1	-11	-9	3	-28	1.2	7.2*	-1	-3	13
O=C(O)/C=C\C(=O)Nc1ccccc1C(=O)NC1CCCCC1	-4	7	-1	-20	-0.1	-0.3	0	1	-9
CCOC(=O)c1c(C)[nH]c(C)c1C(=O)CSc1nc2ccccc2c(=O)n1-c1ccc(F)cc1	-2	3	4	-21	0.1	-0.96	6	0	-8
Cc1ccc(S(=O)(=O)c2cc3ccccc3nc2N)cc1	-2	6	4	-22	0.3	-0.32	0	-3	-2
CCOc1ccc(NC(=S)NCc2ccco2)cc1	-6	2	2	-11	1.3	0.035	-5	2	-10
O=C(C1c2ccccc2Oc2ccccc21)N1CCN(c2ccc(Cl)cc2)CC1	-11	-2	-1	-10[20 µM]	-1.4	-0.89	-2	1	4
S=C(Nc1ccc(Oc2ccccc2)cc1)N(CCCN1CCOCC1)Cc1ccccn1	-5	4	-10	-10	-0.9	-0.11	-5	-4	-11
CC1CCCCC1NC(=O)COC(=O)c1ccc2ccccc2n1 (stereo not drawn)	-4	1	2	-24	1.2	-2.1	-2	1	4
O=S(=O)(Nc1ccccn1)c1ccc(C2CCCCC2)cc1	-5	0	-1	-9[20 µM]	-0.3	-0.87	-5	0	-3
CC(=O)c1cccc(NC(=O)C2CC(=O)N(CCc3ccccc3)C2)c1 (stereo not drawn)	2	-2	5	-29	0.9	-0.44	-5	-3	-3
O=C(CCn1c(=O)[nH]c2ccccc2c1=O)Nc1ccccc1	-3	-2	2	-14	0.2	x	9	-2	-1
Cc1ccc(NC(=O)c2ccccc2OCC(=O)c2ccc(F)cc2)cc1	4	9	5	-18	0.9	-0.034	-5	0	1
CCOC(=O)c1c2c3c(cccc3[nH]c1=O)C(=O)c1ccccc1-2	-3	7	5	-20	-0.1	-0.17	-2	-1	1
Cc1ccc(-c2nc(-c3ccccn3)no2)cc1[N+](=O)[O-]	3	5	-3	-7	-0.3	0.06	0	1	-4
CSC1=NCCN1C(=O)Cc1cccc2ccccc12	-2	7	-1	-12	0.0	0.18	0	5	-3
CCCCn1c(SCN2C(=O)c3ccccc3C2=O)nc2cc(S(N)(=O)=O)ccc21	8	13	4	-21	0.4	0.36	-5	-4	-1
Nn1cc(-c2ccccc2)nc1SCC(=O)N1CCN(S(=O)(=O)c2ccccc2)CC1	-7	8	-4	-12[20 µM]	-1.3	-3	2	-3	-8
COc1ccc(S(=O)(=O)N2CCC(C(=O)NCCc3ccccc3)CC2)cc1OC	6	17	2	-22[20 µM]	-0.1	x	-3	-3	4
COc1ccc2[nH]c(=O)c(CN(C(=O)c3ccco3)C3CCCCC3)cc2c1	1	9	-6	-21[20 µM]	-1.9	-0.0049	-3	2	-4
O=C1c2ccccc2NC(c2cccc(O)c2)N1NS(=O)(=O)c1ccccc1 (stereo not drawn)	-5	3	6	-26	0.2	-0.035	-5	5	-11
C#CCOCCOCCOCCNc1nc(N2CCN(C(=O)Cn3cc(CCCCN)nn3)CC2)nc(N2CCN(C(=O)Cn3cc(CC(C)O)nn3)CC2)n1 (stereo not drawn)	10	19	3	-13	1.0	-0.25	-10	-5	3
COc1cc(/C=C2\SC(=S)N(N3CCOCC3)C2=O)ccc1O	6	11	5	-11	2.2	x	5	9.0*	4
COc1ccc(C(=O)Nc2ccc(S(=O)(=O)N3CCc4ccccc43)cc2)cc1	8	13	-1	-12[20 µM]	-0.7	-0.5	-1	-1	2

Given field by field: part of the list above
Molecule: Cc1ccc(-c2nc(-c3ccccn3)no2)cc1[N+](=O)[O-]
  FXIa inh: 3
  FXIIa inh 1536: 5
  p97 inhibitor: -3
  Furin inhibitor: -7
  PERK inhibitor: -0.3
  Cl transport mod: 0.06
  hK5 inh: 0
  Wee1 stabilizer: 1
  Thrombin inh: -4

Molecule: CSC1=NCCN1C(=O)Cc1cccc2ccccc12
  FXIa inh: -2
  FXIIa inh 1536: 7
  p97 inhibitor: -1
  Furin inhibitor: -12
  PERK inhibitor: 0.0
  Cl transport mod: 0.18
  hK5 inh: 0
  Wee1 stabilizer: 5
  Thrombin inh: -3
